Compound activity as filed in PubChem BioAssay.
UTI89 phage lysis: inhibition of K1F phage lysis, E. coli UTI89, bacterial capsule biogenesis inhibitors, alamar blue (AID 488966); E. coli UTI89 K1F phage lysis, alamar blue, 2 h; higher % means a stronger effect; inhibition, % at 100 µM, or IC50 in µM where a hit was titrated; hit rate 0.02% among 340,000;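 active means phage lysis inhibition, versus mean bacterial control, above a set limit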;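 further: capsule biogenesis inhibitors block K1F phage lysis so surviving cells raise fluorescence; higher fluorescence means more inhibition of phage lysis; actives were called in the ten point dose series up to 300 µM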
* hit, by the source's call; [ ] = dose if it differs, or a comment. The list is partial, so the mix of outcomes need not match the whole.

SMILES	UTI89 phage lysis
Cc1ccc(S(=O)(=O)NN2C(=O)/C(=C\c3ccc(Cl)cc3)SC2=S)cc1	-0.1%
O=C(NNC(=O)c1ccc2[nH]c(=O)c(=O)[nH]c2c1)c1cccc(Br)c1	0.3%
CN1C(=O)CSC1=Nc1cccc(C(=O)O)c1	0.0%
Cc1ccc(NC(=O)C(C)Sc2nnc3ccccn23)cc1 (stereo not given)	0.1%[50 µM]
COc1ccc(CC(=O)N2CCN(S(=O)(=O)c3cc(Cl)ccc3Cl)CC2)cc1	-0.1%[50 µM]
Cc1ccccc1C(=O)NCC(=O)OC(C)C(=O)Nc1ccnn1C(C)C (stereo not given)	1.2%[50 µM]
S=C(NCCc1ccc(Cl)cc1)NC1CCCCC1	-0.1%
O=C(c1cccc(S(=O)(=O)N2CCCCCC2)c1)N1CCN(c2ccccc2F)CC1	-0.1%
COc1ccc(NC(=S)N2CCC(C(=O)c3ccc(OC)cc3)CC2)cc1	-0.7%
Cc1ccc(S(=O)(=O)N2CCN(C(=O)COC(=O)CCOc3cc(C)ccc3C)CC2)cc1	-0.2%[50 µM]
CCC(C(=O)N1CCOCC1)n1c2ccccc2c2nc(=O)cc(C)n21 (stereo not given)	0.2%
CCOC(=O)CNC(=O)Cn1cnc2c(cnn2-c2ccc(C)cc2)c1=O	0.5%
O=S(=O)(c1ccc(F)c(F)c1)N1CCN(CCc2ccccc2)CC1	0.0%
O=C(Nc1c2c(nn1-c1ccc(F)cc1)CS(=O)C2)c1ccc(Br)o1 (stereo not given)	0.0%
O=C1CSc2ccc(S(=O)(=O)NCc3ccccc3)cc2N1	0.1%
CCOc1ccccc1OCCCC(=O)N(CC)CC(=O)Nc1ccc(NC(C)=O)cc1	1.0%[50 µM]
O=C(OCc1c(F)cccc1Cl)c1cccc(S(=O)(=O)N2CCOCC2)c1	0.4%[50 µM]
Cc1noc(NS(=O)(=O)c2ccc(NC(=O)Cc3ccc([N+](=O)[O-])cc3)cc2)c1C	0.1%
Nc1ccc(-n2nc3ccccc3n2)cc1	-1.9%
O=S(=O)(Nc1ccc(F)cc1Cl)c1ccc(-c2cnc(C3CC3)o2)cc1	0.0%
O=C(OCc1cccc(Cl)c1)c1cc([N+](=O)[O-])ccc1N1CCOCC1	0.6%[50 µM]
Cc1cccc(NC(=O)CNC(=O)Cc2ccc(S(=O)(=O)N3CCOCC3)s2)c1C	0.5%[50 µM]
O=C(COC(=O)COc1ccc(Br)cc1)Nc1ccc2c(c1)OCCO2	0.3%[50 µM]
CC(C)c1cc(C(=O)N2CCCC(N3CCN(c4ccc(F)cc4)CC3)C2)no1 (stereo not given)	0.1%
CN(C(=O)COC(=O)c1cccc(F)c1)c1ccccc1	0.1%

Three compounds drawn at random from those above:
SMILES	UTI89 phage lysis
CCC(C(=O)N1CCOCC1)n1c2ccccc2c2nc(=O)cc(C)n21 (stereo not given)	0.2%
Cc1noc(NS(=O)(=O)c2ccc(NC(=O)Cc3ccc([N+](=O)[O-])cc3)cc2)c1C	0.1%
CC(C)c1cc(C(=O)N2CCCC(N3CCN(c4ccc(F)cc4)CC3)C2)no1 (stereo not given)	0.1%

Next compounds:
SMILES	UTI89 phage lysis
CC[N+](CC)(CC)CC(=O)Nc1c(C)cccc1C	2.7%
CCOc1ccc(Cl)cc1CNc1nnnn1CC	-1.6%
COc1ccccc1N1C(=NC(=O)CCc2ccccc2)SC2CS(=O)(=O)CC21 (stereo not given)	0.3%
C[C@@H](CN=[N+]=[N-])CN1CC[C@H](O)CCC1=O	1.4%
Cn1cc(-c2cccc(C(F)(F)F)c2)cc(C#N)c1=O	0.0%
O=C(COC(=O)COc1ccccc1F)Nc1cccc(S(=O)(=O)N2CCCCC2)c1	0.0%[50 µM]
O=C(CCc1nc2ccccc2c(=O)[nH]1)Nc1cccc(S(=O)(=O)N2CCCCC2)c1	0.7%[50 µM]
CC(C)CN(C(=O)CCCOc1ccc(Cl)cc1Cl)c1c(N)n(Cc2ccccc2)c(=O)[nH]c1=O	-0.6%[50 µM]
CC(C)(C)OC(=O)C[C@@H]1C/C=C\C[C@H](CC(=O)NCCO)C(=O)N[C@H](Cc2ccccc2)COC1=O	0.1%
O=C(N/C(=C\c1cccnc1)C(=O)N1CCC(O)CC1)c1ccccc1	0.1%
COc1cc(CCC(=O)NCc2ccc3c(c2)OCO3)cc(OC)c1OC	0.1%
CC(C)CC(=O)Nc1ccc2c(c1)nc(CCN1CCCCC1)n2C	0.1%
C[C@H]1CN([C@@H](C)CO)C(=O)c2cc(NC(=O)C3CCCCC3)ccc2O[C@H]1CN(C)S(=O)(=O)c1ccccc1	-0.5%
O=C(NCc1ccccc1)C(c1ccco1)N(C(=O)c1ccccn1)c1ccccc1 (stereo not given)	1.0%
CCOC(=O)c1ccc(NC(=O)NNC(=O)CCc2ccc(OC)cc2)cc1	0.0%
CCOc1ccc(CCNC(=O)CCS(=O)(=O)c2ccc(Br)cc2)cc1OCC	0.1%
CCOc1ccc(C(=O)CCC(=O)N2CCN(c3ncccn3)CC2)cc1	0.4%
COc1ccc(OC)c(CCNC(=O)CS(=O)(=O)Cc2nc(-c3ccccc3Cl)oc2C)c1	0.2%
N=c1c(C(=O)NC2CCCC2)cc2c(=O)n3ccccc3nc2n1CC1CCCO1 (stereo not given)	0.3%
COc1ccc(NC(=O)CCCCC(=O)Nc2ccc(OC)cc2)cc1	1.0%
CC1CCCC(C)N1C(=O)COC(=O)c1cc(-c2cccs2)nn1-c1ccccc1 (stereo not given)	1.4%[50 µM]
CCCn1c(N)c(N2CCCCC2)c(=O)n(CC(=O)Nc2ccc(C(C)=O)cc2)c1=O	3.1%[50 µM]
Cc1ccccc1NC(=O)Cc1nc(COC(=O)c2cccc([N+](=O)[O-])c2)cs1	-0.3%
Cc1ccc(S(=O)(=O)N2CCCCC2)cc1NC(=O)c1ccc(Br)o1	0.3%[50 µM]
Cc1cccc(NC(=O)c2cccc(S(=O)(=O)N3CCCC3)c2)n1	1.0%[50 µM]

Laid out differently: 3 of the compounds above
SMILES | UTI89 phage lysis
CC(C)CC(=O)Nc1ccc2c(c1)nc(CCN1CCCCC1)n2C | 0.1%
N=c1c(C(=O)NC2CCCC2)cc2c(=O)n3ccccc3nc2n1CC1CCCO1 (stereo not given) | 0.3%
COc1ccc(NC(=S)N2CCC(C(=O)c3ccc(OC)cc3)CC2)cc1 | -0.7%

Looked up above:
Value of CCOc1ccc(CCNC(=O)CCS(=O)(=O)c2ccc(Br)cc2)cc1OCC under UTI89 phage lysis: 0.1%
Value of Cn1cc(-c2cccc(C(F)(F)F)c2)cc(C#N)c1=O under UTI89 phage lysis: 0.0%

Carrying on.
SMILES	UTI89 phage lysis
Cc1cccc2sc(NC(=O)C3CSC4(C)CCC(=O)N34)nc12 (stereo not given)	0.3%[50 µM]
C=CCn1c(NCc2cc(Cl)ccc2O)nc2ccccc21	-0.5%
CN(C)c1ccc(C(=O)/C=C/c2cccnc2)cc1	-0.1%
Cc1cc(=O)c2cc(NC(=O)c3ccccc3Cl)ccc2[nH]1	2.2%
O=C(CSc1nnc(-c2ccc(F)cc2)o1)NC1CCCC1	-1.3%
CN(Cc1ccc(F)cc1)C(=O)c1cccc(S(=O)(=O)N2CCN(c3ccccc3)CC2)c1	0.0%[50 µM]
COc1cc(NC(=O)CNC(=O)Cn2ccc3ccccc3c2=O)cc(OC)c1OC	0.4%
O=C(NC1CCN(Cc2ccc(Cl)cc2)CC1)c1cn(-c2ccccc2)nc1-c1cccnc1	-0.1%[50 µM]
Cc1ccc(NC(=O)NC2CCCc3ccccc32)cc1 (stereo not given)	1.2%[50 µM]
O=C(CSc1nc2ncc(Br)cc2[nH]1)Nc1ccccc1-c1ccccc1	0.3%
COc1cc(C)cc(OC)c1OCC(=O)Nc1cc(C)on1	0.4%[50 µM]
Cc1ccc(NCC(=O)Nc2ccc(Br)cc2)cc1C	0.5%
O=C(O)CN1C(=O)/C(=C/c2cccc(Cl)c2)Oc2ccccc21	-0.2%
O=C(COc1ccccc1[N+](=O)[O-])OCCCOC(=O)COc1ccccc1[N+](=O)[O-]	0.7%[50 µM]
CCOc1ccc(S(=O)(=O)N2CCOCC2)cc1NS(=O)(=O)c1ccc(OC)c([N+](=O)[O-])c1	0.5%[50 µM]
Cc1nn(C)cc1S(=O)(=O)N1CCCCC1C (stereo not given)	0.3%
Cn1c(=O)c2ccccc2n(CC(=O)NCCC2=CCCCC2)c1=O	-0.9%
Cc1ccccc1-c1nc(CS(=O)(=O)CC(=O)NC2CCCCC2C)c(C)o1 (stereo not given)	0.3%
CCS(=O)(=O)N1CCN(S(=O)(=O)c2ccc(S(=O)(=O)NC3CC3)cc2)CC1	-0.5%
CC(=O)Nc1ccc(NC(=O)c2nc(S(=O)(=O)Cc3cccc(C)c3)ncc2Cl)cc1	-0.4%
COc1ccc(S(=O)(=O)N(C)C)cc1NC(=O)COC(=O)C1CC1	0.8%[50 µM]
CCOCCOC(=O)c1ccc(NC(=O)C2COc3ccccc3O2)cc1 (stereo not given)	-0.7%
Cc1ccc(NC(=O)NC(=O)CN2CCN(c3ccc(O)cc3)CC2)c(C)c1	1.1%
Cc1ccc(S(=O)(=O)n2cnc3ccccc32)cc1[N+](=O)[O-]	0.1%
O=C(NCc1ccccn1)c1ccc(Cl)c(S(=O)(=O)N2CCCCCC2)c1	0.0%

The last 5 entries of the part above are carried over, then new ones follow.
SMILES	UTI89 phage lysis
COc1ccc(S(=O)(=O)N(C)C)cc1NC(=O)COC(=O)C1CC1	0.8%[50 µM]
CCOCCOC(=O)c1ccc(NC(=O)C2COc3ccccc3O2)cc1 (stereo not given)	-0.7%
Cc1ccc(NC(=O)NC(=O)CN2CCN(c3ccc(O)cc3)CC2)c(C)c1	1.1%
Cc1ccc(S(=O)(=O)n2cnc3ccccc32)cc1[N+](=O)[O-]	0.1%
O=C(NCc1ccccn1)c1ccc(Cl)c(S(=O)(=O)N2CCCCCC2)c1	0.0%
CCC(C)(C)C1CCC2(CC1)NC(=O)N(CC(=O)N1CCN(C(=O)c3ccco3)CC1)C2=O (stereo not given)	0.6%[50 µM]
Cc1ccccc1C(=O)Oc1ccc2ccc(O)cc2c1	0.2%
Cc1ccc(C)c(CN2CCC(CNC(=O)Nc3ccc(C)c(C)c3)CC2)c1	-0.9%[50 µM]
C[C@H](CO)N1C[C@H](C)[C@@H](CN(C)Cc2ccc(-c3ccccc3)cc2)Oc2c(NS(=O)(=O)c3ccccc3)cccc2C1=O	-0.8%
CC(NC(=O)COC(=O)c1ccc2c(=O)n3c(nc2c1)CCCCC3)c1ccccc1 (stereo not given)	0.2%[50 µM]
O=C(COC(=O)c1ccc([N+](=O)[O-])cc1)NC12CC3CC(CC(C3)C1)C2	0.4%[50 µM]
O=C(Cc1cccc(F)c1)Nc1ccc2c(c1)CCC2	0.5%
CCOc1cc(/C=C2/C(=O)ON=C2C)ccc1O	-0.8%[50 µM]
NC(=O)CC(NC(=O)Cc1cccc2ccccc12)c1ccc(NC2CCN(Cc3ccccc3)CC2)c([N+](=O)[O-])c1 (stereo not given)	-0.5%
O=C(c1ccc(Br)s1)N1CCN(c2ccccn2)CC1	-0.3%
CCc1noc(C)c1C(=O)N(CCC(C)C)c1c(N)n(Cc2ccccc2)c(=O)[nH]c1=O	-1.2%
O=c1[nH]cnc2c1ncn2C1OC(CO)C(O)C1O (stereo not given)	-1.6%
O=C(CCC(=O)N(CC(=O)NC1CCCCC1)Cc1ccc(F)cc1)Nc1nccs1	0.1%
O=C(O)CN1CCNCCN(CC(=O)O)CCNCC1	4.5%
C[C@@H](C(=O)Nc1ccc(SC(F)F)cc1)N1C(=O)C2CCCCC2C1=O (stereo not given in full)	-0.7%
Cc1cc(SCC(=O)N2CCN(C(=O)c3ccco3)CC2)c(C)cc1Br	-0.6%
O=C(Nc1ccncc1)c1ccc(Cl)c(S(=O)(=O)N2CCCC2)c1	1.6%[50 µM]
O=C(NC1CCOCC1)C1CCC(=O)N(Cc2cccc(C(F)(F)F)c2)C1 (stereo not given)	0.0%
Cc1ccc(S(=O)(=O)N2[C@@H](c3ccc4c(c3)OCO4)C(C(=O)O)=C[C@H]2C(C)(C)C)cc1	0.1%
CCN(CC)CCNC(=O)c1cn(CC)c2cc(N3CCN(C)CC3)c(F)cc2c1=O	1.1%
CCOC(=O)C1=C(N)Oc2cc(O)ccc2C1c1ccc(C)cc1 (stereo not given)	0.0%
O=C(Cc1cccc2ccccc12)NCC(=O)N1CCN(Cc2cccc(C(F)(F)F)c2)CC1	-0.3%[50 µM]
CCOc1ccc(OCC(=O)OC(C)C(=O)NC2CCCCC2C)cc1 (stereo not given)	1.0%[50 µM]
CC(C)N(Cc1ccccc1)C(=O)COC(=O)c1cnc(Cl)c(Cl)c1	-2.2%
O=C1[C@@H](Oc2ccccc2)[C@@H](c2cccnc2)N1c1ccccc1	0.2%

(further entries)
SMILES	UTI89 phage lysis
CCN(c1ccccc1)S(=O)(=O)c1cc2c(cc1C)NC(=O)CO2	-2.1%
O=C(NCCCN1CCOCC1)c1cc(S(=O)(=O)N2CCOCC2)c(Cl)cc1Cl	0.3%[50 µM]
CC(Sc1ncnc2sc(-c3ccccc3)cc12)C(=O)N1CCNC1=O (stereo not given)	0.4%[50 µM]
COc1ccccc1NC(=O)CSc1n[nH]c(-c2ccco2)n1	-0.1%
O=C(CSc1cn[nH]n1)Nc1ccccc1C(=O)O	0.2%
C=CC[C@H]1CC(C)=C[C@H](CC=C)N1C(=O)c1cc(COc2ccccc2SC)on1	-0.1%
COc1cc(OC)c(C(=O)Nc2ccc3ccccc3c2)cc1OC	-1.9%
COc1cccc(COC(=O)c2ccc3c(c2)NC(=O)C(C)S3)c1OC (stereo not given)	5.3%[50 µM]
O=C1CCN(Cc2ccccc2)CCN1[C@H](CSc1ccccc1)Cc1ccccc1	-0.2%
O=C(c1cccs1)N1CCCC(c2nc3c(nnn3Cc3cccc(Cl)c3)c(=O)[nH]2)C1 (stereo not given)	-0.4%
CCN(CC(=O)Nc1ccc(NC(C)=O)cc1)C(=O)c1cccc(S(=O)(=O)N2CCCC2)c1	1.6%[50 µM]
N=c1c(S(=O)(=O)c2ccc(Cl)cc2)cc2c(=O)n3ccccc3nc2n1C1CCCC1	0.1%
COc1cc(CN2CCN(C(=O)c3cccc4ccccc34)CC2)cc(OC)c1O	-0.7%
CCn1ccnc1CN(C)C(=O)c1cc(COc2ccc(-n3cncn3)cc2)on1	0.0%
